TNF death inh: blocks TNF-alpha induced death of Jurkat FADD-/- cells; Jurkat FADD-/- TNF necroptosis rescue, ATP luminescence, 24 h; 0 = TNF only, 100 = no-TNF cells; activation (protection from cell death), % at 10 µM; hit rate 0.068% among 220,000;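 active = activation, meaning protection from cell death, of at least 50% relative to plate controls; inactive = activation below 50%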;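 note: necroptosis triggered by 40 ng/mL TNF-alpha added together with compound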
PGE2 EP2 inh: blocks the human prostaglandin E2 receptor EP2; inhibition, % at 25 µM; P43116; hit rate 0.52% among 260,000; C6 glioma cells expressing human EP2, cAMP TR-FRET; cells stimulated with saturating PGE2;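 active = percent inhibition above 40 after rounding to a whole number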;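 note: rat C6 glioma host cells with rolipram phosphodiesterase inhibitor present; the protocol text gives 20 µM as final concentration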
PERK inh: inhibitors of human PERK kinase. AID 1416. Q9NZJ5. CHO PERK-DD fusion, SEAP luminescence translation reporter. inhibition, % at 5.6 µM. hit rate 0.17% among 220,000;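 active = inhibition above the mean inhibition of all tested compounds plus 3 SD, set separately per screening campaign, cut at about 2.9% in these data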;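 note: PERK kinase domain activated by AP20187 dimerizer at 100 nM; 0% = DMSO with dimerizer and 100% = rapamycin at 8.4 µM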
RBBP9 inh: blocks human serine hydrolase RBBP9 | AID 1515 | inhibition, % at 7.94 µM | hit rate 0.2% among 220,000 | recombinant RBBP9, FP-Rh probe fluorescence polarization;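 active = inhibition above the campaign mean of all tested compounds plus 3 SD, cut at about 14% in these data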;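 note: plate controls were DMSO wells with RBBP9 for no effect and wells lacking RBBP9 protein for full effect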
Target sequence (O75884 whole entry, looked up): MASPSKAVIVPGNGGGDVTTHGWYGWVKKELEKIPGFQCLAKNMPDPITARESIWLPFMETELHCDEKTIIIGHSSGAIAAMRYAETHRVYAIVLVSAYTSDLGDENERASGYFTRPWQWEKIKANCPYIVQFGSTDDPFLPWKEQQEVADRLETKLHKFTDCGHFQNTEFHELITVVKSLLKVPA
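system = RBBP9 protein | input = RBBP9 at 2.5 µM in dispensed solution, before mixing | measured by = fluorescence polarization (mP), excitation 525 nm, emission 598 nm | incubation = enzyme-compound preincubation 30 min, then probe labeling 45 min, 25 °C | buffer or medium = Tris-NaCl-Pluronic buffer, pH 8.0 | compound = single dose 7.94 µM | also added = FP-Rh probe, 375 nM dispensing solution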
L929 necroptosis: L929 zVAD cell death inhibition. L929 zVAD necroptosis rescue, ATP luminescence, 24 h; with zVAD 60 µM. viability rescue, % at 10 µM. hit rate 0.38% among 220,000;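 active = activation, scaled between plate controls, above about 75%, limit read from the data; inactive = activation under that limit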;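 note: 0% = zVAD with DMSO and 100% = DMSO alone without zVAD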
Runt-CBFb FRET: Runt domain-CBFb interaction inhibition | Q01196+Q13951 | Cerulean-Runt/Venus-CBFb FRET ratio 530/480, 1 h | inhibition, % at 20 µM | hit rate 0.46% among 220,000;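 active = inhibition over about 50% at 20 µM in the single-dose screen, limit read from the data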;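 note: 0% = DMSO wells and 100% = excess unlabeled CBFb competitor control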
Target sequence (Q01196 whole entry, looked up, the tested form may be a part): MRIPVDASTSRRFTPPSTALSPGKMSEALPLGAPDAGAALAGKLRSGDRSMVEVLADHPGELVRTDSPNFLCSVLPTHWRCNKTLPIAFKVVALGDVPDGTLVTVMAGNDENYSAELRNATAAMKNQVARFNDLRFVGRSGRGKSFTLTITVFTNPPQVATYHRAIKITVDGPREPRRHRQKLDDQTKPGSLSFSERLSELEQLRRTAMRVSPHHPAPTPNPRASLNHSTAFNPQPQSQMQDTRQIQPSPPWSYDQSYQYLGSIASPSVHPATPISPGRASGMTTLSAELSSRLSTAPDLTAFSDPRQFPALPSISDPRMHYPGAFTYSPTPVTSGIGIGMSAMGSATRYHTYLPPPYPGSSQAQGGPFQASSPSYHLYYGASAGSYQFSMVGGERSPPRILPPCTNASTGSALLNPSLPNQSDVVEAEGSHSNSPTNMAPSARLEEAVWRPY
Target sequence (Q13951 whole entry, looked up, the tested form may be a part): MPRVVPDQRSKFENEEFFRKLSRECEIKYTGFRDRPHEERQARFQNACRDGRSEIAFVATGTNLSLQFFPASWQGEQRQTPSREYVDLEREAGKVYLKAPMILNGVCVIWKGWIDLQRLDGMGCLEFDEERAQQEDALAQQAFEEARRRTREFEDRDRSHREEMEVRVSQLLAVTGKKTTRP
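Buffer or medium: Tris pH 7.5 buffer with BSA. Assay system: Cerulean-labeled Runt domain protein. Amount: each fluorescent fusion protein 100 nM. Read-out basis: loss of energy transfer signal. Incubation: 1 h compound exposure, room temperature. Probe or stimulus: Venus-CBFb binding partner, 100 nM. Detection: FRET, excitation 422 nm, emission at 530 and 480 nm.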
Runt-SMMHC FRET: inhibitors of human RUNX1 Runt domain binding to CBFb-SMMHC | Q01196+Q13951 | Cerulean-Runt/Venus-CBFb-SMMHC FRET ratio 530/480, 1 h | inhibition, % at 20 µM | hit rate 0.74% among 220,000;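 active = mean inhibition across duplicate retests at 20 µM reaching about 50%, limit read from the data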;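 note: 0% = DMSO wells and 100% = wells with excess untagged CBFb-SMMHC; inhibitors lower the FRET ratio by blocking Runt binding to CBFb-SMMHC; some results filed as inactive read as strong as hits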
Hck Nef HTS: human Hck-Nef kinase inhibition. P08631. Recombinant Hck-YEEI plus Nef, Z-Lyte FRET kinase assay. inhibition, % at 20 µM. hit rate 0.68% among 220,000;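 active = Hck-Nef kinase inhibition above about 50%, limit read from the data; inactive = inhibition below that limit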;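 note: 0% = DMSO with Hck plus Nef and 100% = Hck alone without Nef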
EP2 modulator: modulators of human EP2 prostaglandin E2 receptor; hit rate 0.83% among 260,000; induction, % at 25 µM; P43116; EP2-expressing cells, cAMP HTRF FRET, PGE2 co-stimulation;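 active = compounds whose cAMP rise, as percent of the full-agonist control response, exceeds 60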;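 note: rat C6 glioma line stably carrying human EP2 under a CMV promoter; the protocol text gives 20 µM as final concentration; 100% = response of wells given 1 µM PGE2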
The depositor's hits bear a star; . = not tested or not shown; & = joins results of further samples. These rows are one share of the data. The share of hits here may be higher or lower than overall.

SMILES | TNF death inh | PGE2 EP2 inh | PERK inh | RBBP9 inh | L929 necroptosis | Runt-CBFb FRET | Runt-SMMHC FRET | Hck Nef HTS | EP2 modulator
O=C(CCN1CCC(c2ccccc2)C1)c1ccc2c(c1)OCCO2 (stereo not given) | 0.0 | 11 | 0.6 | -7 | 0.8 | 4 | 3 | -1 | -27
COc1ccc(/C=C/C(=O)Nc2ccccc2C(=O)O)cc1OC | 0.7 | 12&10&11 | 1.5&1.4 | -2&-6 | 3.1 | -1&1 | 1&-2 | -1 | 5&11&-10
CCOc1ccc(NC(=O)Cn2cc(C(=O)c3ccco3)c3ccccc32)cc1 | -0.1 | 10 | -1.1 | -18 | -0.8 | 1 | -1 | -13 | -14
CCOc1ccc(C(=O)OCCN(CC)CC)cc1 | 1.8 | 3 | -0.2 | -8 | 1.3 | 0 | -3 | 6 | 7
OCCN1CCN(CCCN2c3ccccc3Sc3ccc(Cl)cc32)CC1 | 5.4 | 17&14&10 | -1.6 | 8 | 5.4 | 0 | -1 | -1 | -37&-26&0
Oc1ccc(/C=C/c2cc(O)cc(O)c2)cc1 | -13 | 18&11&16 | 1.0 | 13 | 40 | 15 | 22 | 11 | -9&-20&-40
COc1ccccc1N1CCN(CCCNc2cc(=O)n(C)c(=O)n2C)CC1 | . | 19&15&8 | 1.3 | 0 | . | -2 | 0 | . | 32&7
Cc1c(NC(=O)c2cccnc2)c(=O)n(-c2ccccc2)n1C | 3.7 | 1&14 | 1.3 | 1 | 0.2 | 2 | -3 | 12 | -1&16
O=C(c1ccc(F)cc1)C1CCN(CCn2c(=O)[nH]c3ccccc3c2=O)CC1 | 3.4 | 23&10&11 | . | . | 0.7 | 0 | 2 | 24 | -3&-10&-4
Cc1cc(-c2ccccc2)nnc1NCCN1CCOCC1 | 1.6 | 9&11 | 0.9 | 1 | 2.1 | -1 | 0 | -7 | 9&24
CN1CCN(CCC(=O)N2c3ccccc3Sc3ccc(C(F)(F)F)cc32)CC1 | -0.1 | 11 | -1.5 | -5 | 0.3 | 5 | -2 | 0 | 16
C/C=C(/C)C(=O)O[C@@H]1c2c(ccc3ccc(=O)oc23)OC(C)(C)[C@@H]1OC(=O)/C(C)=C\C | 0.4 | 7 | -1.0 | 0 | -1.1 | -6 | -1 | -2 | 46
CC(=O)NC(Cc1ccccc1)C(=O)O (stereo not given) | -1.6 | 12 | 0.5 | -2 | -0.1 | . | . | 1 | 28
Cc1nc2ccccn2c(=O)c1CCN1CCC(C(=O)c2ccc(F)cc2)CC1 | 2.4 | 10&14&10 | -0.7 | 5 | -0.9 | 0 | 5 | -5 | -14&9&8
CCN(CC)CCOC(=O)C1(c2ccccc2)CCCC1 | 0.8 | 12 | 0.2 | -2 | 0.9 | 2 | 5 | -2 | 10
CC1(C)Cc2c(sc(NC(=S)NC(=O)c3ccccc3)c2C(=O)O)CO1 | -0.6 | 13 | 1.6 | -6 | 1.4 | 4 | 4 | 6 | -28
O=C(NCCc1c[nH]c2ccccc12)c1cccnc1 | -1.0 | 11 | 0.7 | 10 | 1.0 | 1 | 6 | 1 | -13
c1ccc(CN(CC2=NCCN2)c2ccccc2)cc1 | 3.4&3.2 | 8&16&11 | 1.0&-0.1 | -2&0 | -0.4&0.3 | 0 | 2 | -1&-2 | 27&2&14
O=C(CCNNC(=O)c1ccncc1)NCc1ccccc1 | 0.4 | 11&9 | -0.1 | -4 | 0.0 | 1 | 3 | 2 | 8&3
CC[N+](C)(CC)CCOC(=O)C(O)(c1ccccc1)C1CCCCC1 (stereo not given) | 0.5 | 14 | 0.5 | -6 | 1.6 | -1 | 1 | -4 | 26

An excerpt from above in order of SMILES length, high to low:
SMILES | TNF death inh | PGE2 EP2 inh | PERK inh | RBBP9 inh | L929 necroptosis | Runt-CBFb FRET | Runt-SMMHC FRET | Hck Nef HTS | EP2 modulator
CC[N+](C)(CC)CCOC(=O)C(O)(c1ccccc1)C1CCCCC1 (stereo not given) | 0.5 | 14 | 0.5 | -6 | 1.6 | -1 | 1 | -4 | 26
O=C(CCNNC(=O)c1ccncc1)NCc1ccccc1 | 0.4 | 11&9 | -0.1 | -4 | 0.0 | 1 | 3 | 2 | 8&3
CC(=O)NC(Cc1ccccc1)C(=O)O (stereo not given) | -1.6 | 12 | 0.5 | -2 | -0.1 | . | . | 1 | 28

Going on with the list:
SMILES | TNF death inh | PGE2 EP2 inh | PERK inh | RBBP9 inh | L929 necroptosis | Runt-CBFb FRET | Runt-SMMHC FRET | Hck Nef HTS | EP2 modulator
CCC(C)n1ncn(-c2ccc(N3CCN(c4ccc(OCC5COC(Cn6cncn6)(c6ccc(Cl)cc6Cl)O5)cc4)CC3)cc2)c1=O (stereo not given) | . | 16 | 0.1 | -9 | . | 2 | -5 | . | -28
COc1cc2c(c(OC)c1OC)-c1c(cc3c(c1OC)OCO3)[C@@H](OC(C)=O)[C@H](C)[C@H](C)C2 | -1.6 | 16 | . | . | -0.6 | 1 | 2 | 23 | 32
C[C@]12CCC(=O)C=C1CC[C@@H]1[C@@H]2CC[C@@]2(C)[C@H]1CC[C@]2(O)C(=O)CO | 1.6 | 15&7 | -0.3 | -1 | 60 | 0 | -3 | -4 | 32&-6
CCN(CC)CCNC(=O)c1cc(Cl)c(N)cc1OC | 2.7 | 15&9&8 | 0.4 | -7 | 1.3 | 0 | 1 | -3 | 22&0&3
CC(COc1ccccc1)NC(C)C(O)c1ccc(O)cc1 (stereo not given) | 4.8 | 11 | 0.3 | 1 | 36 | -2 | 1 | 0 | -2
C1CCC(C(CC2CCCCN2)C2CCCCC2)CC1 (stereo not given) | -27 | 12&13 | -1.4 | -5 | -3.1 | -2 | 4 | 1 | 20&38
Cc1ccc(CN2CCN(Cc3cccc4nccnc34)CC2CCO)cc1 (stereo not given) | 4.5 | 17 | -1.2 | -7 | -0.9 | -2 | 3 | 16 | 8
CC[n+]1c(C)sc2cc(OC)ccc21 | -2.3 | 8&5 | 0.5 | -23 | 0.8 | 40 | 30 | 13 | 2&3
CN(C)CCOC(C)(c1ccccc1)c1ccccn1 (stereo not given) | 1.0 | 21&12&13 | 0.3&0.7 | -7&3 | 0.6 | -1&1 | 4&0 | -1 | 38&26&16

Reformatted with values under each structure: entries from further up
Second line of a record – TNF death inh | PGE2 EP2 inh | PERK inh | RBBP9 inh | L929 necroptosis | Runt-CBFb FRET | Runt-SMMHC FRET | Hck Nef HTS | EP2 modulator
O=C(NCCc1c[nH]c2ccccc12)c1cccnc1
 : -1.0 | 11 | 0.7 | 10 | 1.0 | 1 | 6 | 1 | -13
c1ccc(CN(CC2=NCCN2)c2ccccc2)cc1
 : 3.4&3.2 | 8&16&11 | 1.0&-0.1 | -2&0 | -0.4&0.3 | 0 | 2 | -1&-2 | 27&2&14
O=C(CCNNC(=O)c1ccncc1)NCc1ccccc1
 : 0.4 | 11&9 | -0.1 | -4 | 0.0 | 1 | 3 | 2 | 8&3
CC[N+](C)(CC)CCOC(=O)C(O)(c1ccccc1)C1CCCCC1 (stereo not given)
 : 0.5 | 14 | 0.5 | -6 | 1.6 | -1 | 1 | -4 | 26
CCC(C)n1ncn(-c2ccc(N3CCN(c4ccc(OCC5COC(Cn6cncn6)(c6ccc(Cl)cc6Cl)O5)cc4)CC3)cc2)c1=O (stereo not given)
 : . | 16 | 0.1 | -9 | . | 2 | -5 | . | -28
COc1cc2c(c(OC)c1OC)-c1c(cc3c(c1OC)OCO3)[C@@H](OC(C)=O)[C@H](C)[C@H](C)C2
 : -1.6 | 16 | . | . | -0.6 | 1 | 2 | 23 | 32
C[C@]12CCC(=O)C=C1CC[C@@H]1[C@@H]2CC[C@@]2(C)[C@H]1CC[C@]2(O)C(=O)CO
 : 1.6 | 15&7 | -0.3 | -1 | 60 | 0 | -3 | -4 | 32&-6
CCN(CC)CCNC(=O)c1cc(Cl)c(N)cc1OC
 : 2.7 | 15&9&8 | 0.4 | -7 | 1.3 | 0 | 1 | -3 | 22&0&3
CC(COc1ccccc1)NC(C)C(O)c1ccc(O)cc1 (stereo not given)
 : 4.8 | 11 | 0.3 | 1 | 36 | -2 | 1 | 0 | -2
C1CCC(C(CC2CCCCN2)C2CCCCC2)CC1 (stereo not given)
 : -27 | 12&13 | -1.4 | -5 | -3.1 | -2 | 4 | 1 | 20&38

Screening results (PubChem)
